Source: PubChem
T cell HTS: T cell immune modulation candidate | 0.068% of 330,000 active | calls only at 7 µM | 2C CD8+ T cell-vesicle binding, flow cytometry; active compounds read low;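 active means response, share of CD8 T cells binding vesicles, and their 90th percentile fluorescence all below set limits, cut at about 80% in these data, passing the limit was not always enough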
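Benchmarks: naked versus QL9-loaded vesicles / Assay system: purified 2C TCR transgenic mouse naive CD8+ T cells / Technique: high-throughput flow cytometry with anti-B7-1 and anti-CD8 staining / Timing: Cell–vesicle co-incubation 1.5 h at 37 °C, staining 20 min on ice / Read-out: percent CD8+ FL2 mean versus row control / Probe or stimulus: QL9-loaded Drosophila micro-vesicles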
Large T inhibition: SV40 large T antigen inhibitors, biochemical (AID 1903); one-dose inhibition, % at 20 µM; IC50 in µM for titrated hits; SV40 large T antigen ATPase/helicase inhibition assay; higher % means a stronger effect; 0.39% of 310,000 active; in the data active means a potency from the dose series; inconclusive means inhibition mostly from about 32% at the one dose, without a potency; inactive means the rest, 99 in 100 with inhibition below about 32%; further: strong numbers were not always called active
NTR1 agonist: agonists of NTR1, primary screen, imaging, U2OS cells, beta-arrestin-GFP, high content (AID 493036); NTR1-U2OS beta-arrestin-GFP spot imaging, agonist mode; activation, % at 20 µM; 0.17% of 330,000 active;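 active means activation at or above 40% of the spot to cytoplasm intensity ratio, with at least 20 cells analyzed; inconclusive means wells under 20 cells, flagged as cytotoxic or low count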;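 further: 0% = DMSO without peptide and 100% = 100 nM NTR1 peptide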
Target sequence (P30989 whole entry, looked up): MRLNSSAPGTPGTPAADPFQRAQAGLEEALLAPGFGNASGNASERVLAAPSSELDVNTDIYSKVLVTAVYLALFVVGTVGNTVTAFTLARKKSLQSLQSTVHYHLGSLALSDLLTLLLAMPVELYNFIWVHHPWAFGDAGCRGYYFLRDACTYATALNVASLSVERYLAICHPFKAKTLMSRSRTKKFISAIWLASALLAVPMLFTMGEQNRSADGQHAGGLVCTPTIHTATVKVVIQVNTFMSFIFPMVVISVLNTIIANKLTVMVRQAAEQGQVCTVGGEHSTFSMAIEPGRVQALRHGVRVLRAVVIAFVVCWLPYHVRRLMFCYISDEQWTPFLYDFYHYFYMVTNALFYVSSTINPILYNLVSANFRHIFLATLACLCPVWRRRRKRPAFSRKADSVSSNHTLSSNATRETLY
UTI89 phage lysis: inhibition of K1F phage lysis, E. coli UTI89, bacterial capsule biogenesis inhibitors, alamar blue (AID 488966); inhibition, % at 100 µM; hits with a dose series show IC50 in µM; 0.02% of 340,000 active; E. coli UTI89 K1F phage lysis, alamar blue, 2 h; higher % means a stronger effect;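 active means phage lysis inhibition, versus mean bacterial control, above a set limit; inconclusive means no clear call, values can overlap the other calls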;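 further: capsule biogenesis inhibitors block K1F phage lysis so surviving cells raise fluorescence; higher fluorescence means more inhibition of phage lysis; actives were called in the ten point dose series up to 300 µM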
RSV antiviral HEp-2: RSV antiviral activity via CPE protection, HEp-2 cells, primary 10 µM value included (AID 2391); HEp-2 cells, RSV-induced CPE inhibition; higher % means a stronger effect; CPE inhibition, % at 10 µM; hits with a dose series show IC50 in µM; 0.13% of 310,000 active; in the data active means a potency from the dose series; inconclusive means CPE inhibition mostly from about 23% at the one dose, without a potency; inactive means the rest, 99 in 100 with CPE inhibition below about 21%; further: strong numbers were not always called active
TNAP activation fold: stimulation of alkaline phosphatase TNAP activity – biochemical, luminescent, no phosphate acceptor, uHTS, primary screen (AID 1001). 0.03% of 200,000 active. purified TNAP, luminescent activation assay, no phosphate acceptor; higher activation fold means a stronger effect. activation fold at 20 µM, or EC50 in µM where a hit was titrated; in the data active means activation fold from about 3, or a potency from the dose series; inactive means the rest, 99 in 100 with activation fold below about 1.6; further: many of its hits are not listed in these tables
Myeloid diff 2: compounds promoting myeloid differentiation. ER-HoxA9 myeloid progenitors, lysozyme-GFP differentiation, flow cytometry. calls only at 10 µM. 1% of 360,000 active. AID 624256;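 active means normalized GFP-positive differentiation at or above the plate's own cutoff, the solvent-only control mean plus 3 SD; inconclusive means no clear call, values can overlap the other calls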;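 further: cells exposed to compound for four days before flow analysis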
MgcRacGAP inhibition: MgcRacGAP GTPase-activating activity inhibitors, confirmation, biochemical, ADP Hunter fluorescence | MgcRacGAP-stimulated Rac1 GTP hydrolysis, ADP Hunter fluorescence; higher % means a stronger effect; GST-tagged Rac1 F28L mutant substrate | one-dose inhibition, % at 30 µM; IC50 in µM for titrated hits | 0.6% of 340,000 active;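 active means first-screen hits whose inhibition reached a set limit at any dose in the follow-up dose series; inconclusive means inhibition above the set first-screen limit but never retested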;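 further: fluorescence reports GDP produced by GAP-driven GTP hydrolysis; strong numbers were not always called active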
PhoP inhibition: inhibitors of PhoP regulon expression, primary screen, Salmonella Typhimurium, GFP reporter (AID 1863) | S. Typhimurium PhoP-regulated promoter GFP reporter, 4 h; higher % means a stronger effect | inhibition, % at 50 µM, or IC50 in µM where a hit was titrated | 0.16% of 300,000 active;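 active means inhibition over 29.93%, a cutoff 3 SD above the screen mean, later confirmed by dose response; inconclusive means inhibition over 29.93% but no dose response follow-up; inactive means inhibition at most 29.93% or unconfirmed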;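 further: 0% = low Mg2+ inducing control and 100% = high Mg2+ repressing control; strong numbers were not always called active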
T cell HTS vesicle-bound %: recorded beside T cell HTS, whose call it bears; double positive events, %; measured here: CD8+ vesicle-bound cell fraction;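 binding gate set so that unloaded-vesicle control wells show 10% double positive cells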
NTR1 agonist cell count 20 µM: second read-out of NTR1 agonist, no call of its own (marks repeat the call); cell count; measured here: cell count, cytotoxicity flag
Myeloid diff 2 GFP+ MAC1+ %: recorded beside Myeloid diff 2, whose call it bears; GFP+ MAC1+ double positive, %; measured here: differentiation confirmed by MAC1 staining
* marks the source's active call; other numbers are inactive results; i = inactive; ? = inconclusive; / = not tested or not shown; + = active, no number; & = joins results of further samples; [ ] = another dose, or the depositor's remark.

entry	canonical_smiles	T cell HTS	T cell HTS vesicle-bound %	Large T inhibition	NTR1 agonist	NTR1 agonist cell count 20 µM	UTI89 phage lysis	RSV antiviral HEp-2	TNAP activation fold	Myeloid diff 2	Myeloid diff 2 GFP+ MAC1+ %	MgcRacGAP inhibition	PhoP inhibition
1	CC(Oc1ccc2oc(-c3ccccc3)c(C(=O)O)c2c1)C(=O)O (stereo not given)	i	46	0%	1.9	52	0.4%	0.1%	1	i	2.3	2%	8%
2	CN(C)S(=O)(=O)c1cccc(NC(=O)c2cccc(N3C(=O)CCC3=O)c2)c1	/	/	/	0.3	70	0.8%[50 µM]	/	/	i	0.4	3%	/
3	CC(C)N1C(=O)CCC1C(=O)N1CCCc2ccccc21 (stereo not given)	i	67	11%	1.8	56	-0.5%	0.8%	1.1	i	0.6	1%	-16%
4	CCn1c2ccccc2c2cc(NC(=O)COC(=O)c3cc(S(N)(=O)=O)c(Cl)cc3Cl)ccc21	i	17	0%	2.9	46	0.7%	?	1	i	0.6	11%	0%
5	CCOc1ccc(OCC(=O)c2c(O)c3ccccc3oc2=O)cc1	i	47	21%	0.9	67	-1.4%[50 µM]	1.6%	1.1	i	0.2	18%	-11%
6	Cc1ccc(/C=C2\SC(=S)N(CCC(=O)NNS(=O)(=O)c3ccc(C)cc3)C2=O)cc1	i	37	10%	/	/	0.1%	-0.1%	1	i	0.7	7%	-6%
7	O=C(CN1CCN(c2ccccn2)CC1)Nc1cc(F)ccc1F	i	22	7%	0.1	88	0.1%	4.2%	/	i	0.7	2%	-5%
8	CCc1ccccc1OCC(=O)Nc1ccc(N2CCCC2)cc1C	/	/	/	0.6	67	-1.1%[50 µM]	/	/	+	6.0*	1%	/
9	CCOc1ccc(NC(=O)CSc2nc3ccccc3nc2N2CCCC2)cc1	i	39	-1%	0.2	85	0.3%	0.8%	/	i	2.9	3%	/
10	O=C(COC(=O)c1ccccn1)c1ccc(Br)cc1	i	40	-3%	-3.9	92	0.3%	0.0%	1.1	i	0.5	9%	13%
11	O=C(CNCc1ccccc1Cl)Nc1ccc2c(c1)OCCO2	i	7	5%	1.2	59	0.8%[50 µM]	-0.7%	/	i	0.2	30%	3%
12	COc1ccc(-c2noc(-c3cc(C)cc(C)c3)n2)cc1OC	i	22	4%	4.7	51	0.1%	5.9%	1.1	i	1.7	6%	-1%
13	COc1ccc(N=C2SC(C(=O)Nc3ccc4c(c3)OCO4)CC(=O)N2C)cc1 (stereo not given)	i	56	-4%	-1.7	43	-1.9%&-0.2%	0.7%	1.1	i	0.9&0.0	2%&0%	8%
14	CC1C(=O)N(Cc2ccccc2F)c2ccccc2N1C(=O)c1c(F)cccc1F (stereo not given)	i	46	-1%	12	90	0.1%	7.7%	/	i	0.5	3%	6%
15	O=C(N1CCN(Cc2ccc3c(c2)OCO3)CC1)C12CC3CC(CC(C3)C1)C2	i	30	/	0.6	38	/	20%	1.1	/	/	/	/
16	O=[N+]([O-])c1cccc(-c2ccc(C(=S)N3CCN(c4ccccc4)CC3)o2)c1	i	30	8%	6.6	69	/	2.7%	/	i	1.2	/	-16%
17	COc1ccc(CN(C)C(=S)Nc2ccc(Cl)cc2Cl)cc1	i	9	11%	-0.1	38	-0.2%	-2.2%	1.1	i	1.7	2%	-9%
18	CC(=O)c1cccc(NC(=O)c2ccc(S(=O)(=O)N3CCCCC3)cc2)c1	i	43	2%	0.1	50	0.4%	2.6%	1	i	0.2	6%	-2%
19	Cc1ccc(CNC(=O)c2ccc3c(=O)n4c(-c5ccc(C)cc5)csc4nc3c2)cc1	i	21	8%	1.8	75	0.7%	3.2%	/	i	2.1	4%	0%
20	O=C(O)c1ccccc1N/N=C/C1=C(N2CCOCC2)C(=C\c2ccccc2)/CC1	i	24	29%	4.6	49	0.1%	9.4%	/	i	0.3	0%	-10%
21	C=CCOc1ccc(/C=C/C(=O)OCC(=O)NCc2cccc(OC)c2)cc1	i	18	/	-0.2	67	0.8%[50 µM]	-0.1%	/	i	0.5	-5%	/
22	CC(=O)Nc1cc(Br)ccc1O	i	4	18%	0.7	44	-0.5%	2.9%	1	i	0.6	6%	-4%
23	Clc1ccc(Cn2cccn2)cn1	i	46	9%	0.8	59	0.1%	0.6%	1.1	i	0.7	1%	-7%
24	Cc1ccc(N(CC(=O)Nc2ccc3c(c2)OCCO3)S(C)(=O)=O)cc1	i	64	/	-0.9	32	0.1%	-0.3%	1.1	i	0.2	2%	/
25	COC(=O)c1ccc(CN2CCC(CO)(CCOc3ccccc3)CC2)cc1	i	7	6%	2.7	56	0.9%	0.8%	/	i	0.1	8%	3%
26	CC(C)[C@H](NC(=O)c1ccccc1)C(=O)OCC(=O)NCc1ccc2c(c1)OCO2	i	35	/	0.0	68	1.0%	/	/	i	1.0	4%	/
27	CCOC(=O)c1ccc(N2NC(=O)/C(=C/c3ccc(OC(=O)c4ccco4)c(OC)c3)C2=O)cc1	i	44	?	38	55	/	-0.5%	0.8	/	/	/	8%
28	COc1cccc(/C=C/C(=O)NNC(=O)c2ccncc2)c1OC	i	14	/	1.6	57	0.5%[50 µM]	0.7%	/	i	0.1	0%	/
29	CC1Nc2ccccc2C(=O)N1NS(=O)(=O)c1ccccc1 (stereo not given)	i	44	-1%	0.7	63	-0.9%	0.5%	1.1	i	0.5	1%	-4%
30	CCn1c(=O)c(=O)[nH]c2c(=O)oc3ccc(S(=O)(=O)Nc4ccc(OC)cc4)cc3c21	i	46	10%	-2.4	41	0.0%	0.7%	/	i	0.8	5%	-2%
31	COc1ccc(-c2cc3c(=O)n(CC(=O)NCCN4CCCC4)nc(C)n3n2)cc1	i	11	1%	-0.6	66	0.2%	-0.5%	/	i	0.7	15%	7%
32	CCOc1cc(/C=C(\C#N)C(=O)NCC2CCCO2)ccc1OCC(N)=O (stereo not given)	i	59	21%	-2.4	97	-0.2%	1.2%	1.1	i	0.1	5%	0%
33	CC(=O)c1cccc(NC(=O)CSc2nc(N3CCOCC3)nc(N3CCOCC3)n2)c1	i	65	8%	-0.8	54	-0.2%	0.8%	/	i	5.8	1%	-3%
34	Cc1ccc(C)c(S(=O)(=O)NNC(=O)c2sc(NS(=O)(=O)c3ccccc3)nc2C)c1	i	2	9%	-1.2	73	0.4%	0.6%	/	?	/	/	11%
35	O=C(N/N=C/C=C/c1ccccc1)c1ccc(Br)cc1	i	28	18%	-1.7	33	-0.4%[50 µM]	1.4%	1.1	i	4.8	0%	-11%
36	CCOC(=O)c1cccc(Nc2ncnc3ccccc23)c1	i	60	12%	2.3	51	-0.6%	15%	1	i	0.4	-10%	-3%
37	Cc1nc(C(=O)N(C)C)nn1-c1ccc([N+](=O)[O-])cc1	i	44	4%	0.7	73	0.8%	1.8%	1.1	i	0.0	1%	6%
38	CC(Sc1nnc(C2CC2)n1Cc1ccccc1)C(=O)N1CCNC1=O (stereo not given)	i	21	/	-1.5	63	0.1%[50 µM]	0.0%	/	i	0.4	6%	/
39	O=C(/C=C/c1ccc2ccccc2c1)c1ccoc1	i	34	15%	2.1	33	-0.9%	-0.5%	1.1	/	/	-1%	-1%
40	CC1CN(S(=O)(=O)c2ccc(-c3nc4ccccc4s3)cc2)CC(C)O1 (stereo not given)	i	9	-2%	-1.0	49	0.1%	0.4%	1.1	i	2.3	9%	-14%
41	CN(C(=O)c1cc(-n2cnnc2)ccc1Cl)c1ccccc1	i	42	3%	0.4	44	5.1%	1.1%	1.1	i	0.7	2%	4%
42	CC(=O)c1ccc(OCC(=O)N2CCN(S(=O)(=O)c3ccc(Br)s3)CC2)cc1	/	/	/	1.7	62	0.9%[50 µM]	/	/	i	0.8	4%	/
43	CC(C)(C)C(O)CN1CCCC1 (stereo not given)	i	35	5%	1.3	80	0.6%	0.8%	1.1	i	0.4	0%	2%
44	COc1ccc(CCC(=O)OCC(=O)Nc2ccc(OC)c(OC)c2)cc1OC	i	24	10%	0.3	64	0.1%	0.3%	/	i	0.7	0%	5%
45	c1csc(CNCCCN2CCOCC2)c1	i	58	-1%	-1.2	42	0.7%	2.3%	1.1	i	0.6	12%	-8%
46	On1c2c(c3c4nonc4ccc31)CCCC2	i	36	33%	6.0	73	0.8%[50 µM]	17%	1	/	/	/	-6%
47	COc1ccc(NC(=O)NCc2cccn2C)c(OC)c1	i	18	10%	0.7	56	0.4%	-0.8%	1.1	i	1.1	11%	27%
48	CCCCN(C(C)=O)c1ccc(S(=O)(=O)NC2=NCCCCC2)cc1NC(C)=O	i	54	/	-2.5	55	0.8%[50 µM]	/	/	i	1.6	0%	/
49	O=C(Nn1c(-c2ccccc2)nc2ccccc2c1=O)C1CCC1	i	25	6%	-0.5	69	7.4%	-0.8%	1.1	i	1.1	0%	3%
50	CN(CC(=O)NC1CCN(Cc2ccccc2)CC1)S(=O)(=O)c1ccc(Cl)s1	i	40	/	2.7	63	0.1%[50 µM]	/	/	i	0.2	7%	/
